TcdB GH inh: blocks C. difficile toxin B glycohydrolase activity | P18177 | TcdB glycohydrolase enzymatic assay, plate reader | inhibition, % at 9.99 µM | actives 0.24% (n = 350,000) | AID 652162; in the data active means inhibition above about 10%
* marks the source's active call; other numbers are inactive results; & = joins results of further samples.

SMILES	TcdB GH inh
N#C[C@H]1[C@H](c2ccc(C#CC3CC3)cc2)[C@@H](CO)N1S(=O)(=O)c1ccccc1	0.2
C[C@H]1CCCCO[C@@H](CN(C)S(=O)(=O)c2ccccc2)[C@@H](C)CN([C@@H](C)CO)C(=O)c2cc(NC(=O)NC3CCCCC3)ccc2O1	-0.1
C[C@H](CO)N1C[C@H](C)[C@@H](CN(C)C(=O)c2ccccc2)OCCCC[C@H](C)Oc2ccc(NC(=O)Nc3ccc4c(c3)OCO4)cc2C1=O	-1.0
COc1ccccc1S(=O)(=O)N[C@H]1CC[C@@H](CC(=O)NCc2cccc(F)c2)O[C@@H]1CO	-0.7
C[C@@H]1CN([C@H](C)CO)C(=O)Cc2cc(NC(=O)Cn3cnnn3)ccc2O[C@H]1CN(C)S(=O)(=O)c1ccc(Cl)cc1	-0.2
CC(=O)N1[C@H](CO)[C@H](c2ccccc2)C12CN(Cc1nccs1)C2	-0.3
COc1ccc(S(=O)(=O)N(C)C[C@H]2OCCCC[C@H](C)Oc3ccc(NC(=O)c4ccncc4)cc3C(=O)N([C@@H](C)CO)C[C@@H]2C)cc1	0.9
CCC(=O)N1[C@@H]2c3cccc(=O)n3C[C@@H]2[C@@H](CO)[C@@H]1C(=O)NCc1ccc(F)cc1	-0.2
C[C@H](CO)N1C[C@H](C)[C@H](CN(C)C(=O)NC2CCCCC2)Oc2c(NC(=O)Nc3ccc4c(c3)OCO4)cccc2C1=O	-0.3
C[C@@H]1CCCCO[C@@H](CN(C)S(=O)(=O)c2cn(C)cn2)[C@@H](C)CN([C@H](C)CO)C(=O)c2cc(NC(=O)C3CCCCC3)ccc2O1	0.3
Cc1ccc(S(=O)(=O)N(C)C[C@@H]2Oc3ccc(NC(=O)CCN4CCOCC4)cc3CC(=O)N([C@H](C)CO)C[C@H]2C)cc1	-1.8
Cc1ccc(-c2ccc(C3[C@H]4CNC[C@@H]3N4S(=O)(=O)c3cn(C)cn3)cc2)cc1 (some centres undefined)	1.2&-6.5
C[C@H]1CN([C@@H](C)CO)C(=O)c2cccc(N(C)C)c2O[C@@H]1CN(C)C(=O)Nc1cccc2ccccc12	0.6
COc1ccc2c3c(n(C)c2c1)[C@H](CO)N(Cc1ccccc1Cl)CC31CCN(C(=O)CN(C)C)CC1	-5.0
COc1ccc(NC(=O)Nc2cccc3c2O[C@@H](CN(C)S(=O)(=O)c2cccs2)[C@@H](C)CN([C@@H](C)CO)C3=O)cc1	0.6
O=C(C[C@H]1C=C[C@H](NC(=O)NC2CCCCC2)[C@H](CO)O1)NCc1ccc(F)cc1	-0.4
CC(C)NC(=O)N(C)C[C@@H]1Oc2ccc(NC(=O)Nc3cccc4ccccc34)cc2CC(=O)N([C@@H](C)CO)C[C@H]1C	-0.2
CN1C(=O)c2cc(NC(=O)Cc3cccs3)ccc2OC[C@@H]2O[C@H](CC(=O)NCCCN3CCOCC3)CC[C@H]21	-0.5
Cc1noc(C)c1NC(=O)Nc1ccc2c(c1)C(=O)N([C@H](C)CO)C[C@@H](C)[C@H](CN(C)C(=O)Nc1ccc3c(c1)OCO3)O2	-1.5
COC(=O)C[C@@H]1CC[C@@H]2[C@@H](COc3ccc(NC(=O)Nc4ccc(C#N)cc4)cc3C(=O)N2C)O1	0.1
C[C@H]1CN([C@@H](C)CO)C(=O)c2cc(NS(=O)(=O)c3ccccc3)ccc2O[C@@H]1CN(C)Cc1ccc(-c2ccccc2)cc1	-0.1
C[C@H]1CN([C@@H](C)CO)C(=O)Cc2cc(NS(=O)(=O)c3ccc(Cl)cc3)ccc2O[C@H]1CN(C)Cc1ccc2c(c1)OCO2	0.9
CC(C)CC#Cc1ccc2c(c1)O[C@@H](CN(C)C(=O)C1CCOCC1)[C@@H](C)CN([C@@H](C)CO)S2(=O)=O	-3.3
C[C@@H]1CN([C@H](C)CO)S(=O)(=O)c2ccc(C#CC3CC3)cc2O[C@H]1CN(C)Cc1cccnc1	0.9
O=C(C[C@@H]1CC[C@@H]2[C@H](COC[C@H](O)CN2C(=O)c2ccncc2)O1)Nc1ccc(-c2ccccc2)cc1	0.3
C[C@H]1CN([C@@H](C)CO)C(=O)c2cc(NS(=O)(=O)c3cn(C)cn3)ccc2O[C@H]1CN(C)Cc1ccncc1	1.0
COC(=O)C[C@H]1C[C@H]2c3cc(NS(=O)(=O)c4ccc(F)cc4)ccc3O[C@H]2[C@H](CO)O1	1.1
C[C@@H]1CCCCO[C@@H](CN(C)S(=O)(=O)c2cn(C)cn2)[C@@H](C)CN([C@@H](C)CO)C(=O)c2cc(N(C)C)ccc2O1	-16.6
O=C(c1cccc(F)c1)N1CC[C@@H]2[C@H](CO)Nc3ccc(-c4ccccc4)cc3[C@@H]21	-1.3
C[C@H](CO)N1C[C@H](C)[C@H](CN(C)S(=O)(=O)c2cccs2)Oc2ncc(-c3cccc(F)c3)cc2C1=O	1.8
C[C@H](CO)N1C[C@H](C)[C@@H](CN(C)C(=O)Cc2ccncc2)Oc2ncc(C#Cc3ccccc3F)cc2C1=O	-1.5
C[C@@H]1CN([C@@H](C)CO)C(=O)c2cc(NC(=O)Cc3ccccc3)ccc2O[C@@H]1CN(C)Cc1ccncc1	-0.2
C[C@H](CO)N1C[C@H](C)[C@H](CN(C)S(=O)(=O)c2ccccc2F)Oc2ncc(/C=C/c3ccccc3)cc2C1=O	0.3&-1.0
C[C@@H]1CCCCO[C@@H](CN(C)C)[C@@H](C)CN([C@@H](C)CO)C(=O)c2cc(N(C)C)ccc2O1	-6.9
Cn1cnc(S(=O)(=O)N[C@H]2CC[C@H](CC(=O)NCC3CC3)O[C@@H]2CO)c1	0.8
CCCNC(=O)Nc1ccc2c(c1)C(=O)N(C)[C@@H]1CC[C@H](CC(=O)NCC3CCCCC3)O[C@@H]1CO2	0.4
C/C=C/c1ccc2c(c1)O[C@H](CN(C)Cc1ccccn1)[C@H](C)CN([C@@H](C)CO)S2(=O)=O	1.4
COc1ccc(NC(=O)Nc2cccc3c2O[C@H](CN(C)Cc2ccc4c(c2)OCO4)[C@@H](C)CN([C@@H](C)CO)C3=O)cc1	-11.9
CNC(=O)C[C@@H]1CC[C@@H]2[C@H](COc3ccc(NC(=O)Nc4ccc(C)cc4)cc3C(=O)N2C)O1	1.2
CN1C(=O)c2cc(NC(=O)Nc3cccc(Cl)c3)ccc2OC[C@@H]2O[C@@H](CC(=O)NCCc3ccncc3)CC[C@@H]21	0.7
O=C(C[C@H]1CC[C@H]2[C@@H](COC[C@H](O)CN2C(=O)c2cccnc2)O1)NCc1ccc(-c2ccccc2)cc1	1.3
C[C@@H]1CCCCO[C@@H](CN(C)Cc2ccc(C(F)(F)F)cc2)[C@H](C)CN([C@H](C)CO)C(=O)c2cc(NC(=O)NC3CCCCC3)ccc2O1	-1.7
C[C@@H]1CN([C@@H](C)CO)C(=O)c2cccc(NC(=O)Nc3ccc4c(c3)OCO4)c2O[C@@H]1CN(C)CC1CC1	-1.0
COc1ccc(S(=O)(=O)Nc2ccc3c(c2)C(=O)N([C@@H](C)CO)C[C@@H](C)[C@@H](CN(C)C(=O)c2ccncc2)OCCCC[C@@H](C)O3)cc1	0.0
CC=Cc1ccc2n(c1=O)C[C@H]1[C@H](CO)[C@@H](C(=O)N[C@@H](C)c3ccccc3)N(C(=O)c3cnccn3)[C@@H]21 (mixture of isomers)	-1.1
C[C@H]1CCCCO[C@@H](CN(C)CC2CCCCC2)[C@@H](C)CN([C@@H](C)CO)C(=O)c2cc(NC(=O)Nc3ccc(C(F)(F)F)cc3)ccc2O1	-0.5
COCC(=O)N1C[C@H](C)[C@H](OC)CN(C)C(=O)c2ccc(NC(=O)NC(C)C)cc2OC[C@@H]1C	-4.9
O=C(CN1CCOCC1)N[C@@H]1CC[C@@H](CCNC(=O)C2CCCCC2)O[C@@H]1CO	-1.1
O=S(=O)(N[C@@H]1CC[C@@H](CCn2cc(-c3ccccn3)nn2)O[C@H]1CO)c1cccc(F)c1	-1.2
O=C(c1ccccc1)N1CC2(C1)[C@@H](c1ccccc1)[C@H](CO)N2C(=O)CC1CC1	0.1
CO[C@H]1CN(C)C(=O)c2cc(NC(C)=O)ccc2OC[C@H](C)N(C(=O)c2ccc(F)cc2)C[C@@H]1C	-0.1
COc1ccc(S(=O)(=O)Nc2ccc3c(c2)C(=O)N([C@H](C)CO)C[C@H](C)[C@@H](CN(C)C(=O)Nc2c(C)noc2C)OCCCC[C@@H](C)O3)cc1	0.6
C[C@@H]1CN([C@H](C)CO)C(=O)c2cc(C#Cc3ccccc3F)cnc2O[C@@H]1CN(C)C	0.4
COc1ccc(S(=O)(=O)N(C)C[C@@H]2OCCCC[C@H](C)Oc3ccc(NS(=O)(=O)c4cccs4)cc3C(=O)N([C@H](C)CO)C[C@@H]2C)cc1	0.2
C[C@H](CO)N1C[C@H](C)[C@H](CN(C)S(=O)(=O)c2ccccc2)OCCCC[C@H](C)Oc2ccc(NS(C)(=O)=O)cc2C1=O	1.2
C[C@H](O)C#Cc1cnc2c(c1)C(=O)N([C@@H](C)CO)C[C@@H](C)[C@H](CN(C)Cc1cccc(C(=O)O)c1)O2	1.6
Cc1ccc(S(=O)(=O)N(C)C[C@H]2Oc3c(NC(=O)Nc4cccc5ccccc45)cccc3C(=O)N([C@H](C)CO)C[C@H]2C)cc1	0.7
C[C@@H]1CN([C@H](C)CO)C(=O)Cc2cc(NS(=O)(=O)c3cn(C)cn3)ccc2O[C@@H]1CN(C)Cc1ccc(C(F)(F)F)cc1	-0.1
CCS(=O)(=O)N1CC2(C1)CN(S(=O)(=O)c1cccc(OC)c1)[C@@H](CO)c1[nH]c3cc(OC)ccc3c12	-0.4
COC(=O)[C@H]1[C@H](CO)[C@H]2Cn3c(ccc(-c4ccccc4OC)c3=O)[C@H]2N1CC1CCOCC1	1.5

Arranged by formula weight (low to high): 9 of the compounds above
SMILES	TcdB GH inh
O=C(CN1CCOCC1)N[C@@H]1CC[C@@H](CCNC(=O)C2CCCCC2)O[C@@H]1CO	-1.1
C/C=C/c1ccc2c(c1)O[C@H](CN(C)Cc1ccccn1)[C@H](C)CN([C@@H](C)CO)S2(=O)=O	1.4
O=S(=O)(N[C@@H]1CC[C@@H](CCn2cc(-c3ccccn3)nn2)O[C@H]1CO)c1cccc(F)c1	-1.2
COc1ccccc1S(=O)(=O)N[C@H]1CC[C@@H](CC(=O)NCc2cccc(F)c2)O[C@@H]1CO	-0.7
CCCNC(=O)Nc1ccc2c(c1)C(=O)N(C)[C@@H]1CC[C@H](CC(=O)NCC3CCCCC3)O[C@@H]1CO2	0.4
C[C@@H]1CN([C@@H](C)CO)C(=O)c2cccc(NC(=O)Nc3ccc4c(c3)OCO4)c2O[C@@H]1CN(C)CC1CC1	-1.0
COc1ccc(NC(=O)Nc2cccc3c2O[C@@H](CN(C)S(=O)(=O)c2cccs2)[C@@H](C)CN([C@@H](C)CO)C3=O)cc1	0.6
Cc1ccc(S(=O)(=O)N(C)C[C@H]2Oc3c(NC(=O)Nc4cccc5ccccc45)cccc3C(=O)N([C@H](C)CO)C[C@H]2C)cc1	0.7
C[C@H]1CCCCO[C@@H](CN(C)CC2CCCCC2)[C@@H](C)CN([C@@H](C)CO)C(=O)c2cc(NC(=O)Nc3ccc(C(F)(F)F)cc3)ccc2O1	-0.5

New compounds follow.
SMILES	TcdB GH inh
C[C@@H]1CCCCO[C@@H](CN(C)C(=O)c2ccncc2)[C@H](C)CN([C@H](C)CO)C(=O)c2cc(NC(=O)c3ccccc3)ccc2O1	-1.2
C[C@H](CO)N1C[C@H](C)[C@@H](CN(C)Cc2ccc(Cl)c(Cl)c2)Oc2ccc(NC(=O)CCC(F)(F)F)cc2C1=O	-0.5
O=C(C[C@@H]1CC[C@H]2[C@@H](COC[C@H](O)CN2S(=O)(=O)c2ccccc2)O1)Nc1ccc(-c2ccccc2)cc1	0.0
Cn1cnc(S(=O)(=O)N2CCCCN3[C@H](CO)[C@H](c4ccc(-c5ccc(F)cc5)cc4)[C@@H]3C2)c1	0.7
COc1cccc(S(=O)(=O)N[C@@H]2C=C[C@@H](CC(=O)NCc3ccccc3)O[C@H]2CO)c1	-0.4
CO[C@H]1CN(C)C(=O)c2cc(NS(=O)(=O)Cc3ccccc3)ccc2OC[C@H](C)NC[C@@H]1C	0.1
CO[C@@H](CN(C)C(=O)c1cnccn1)[C@H](C)CN([C@H](C)CO)S(=O)(=O)c1ccccc1	1.1
C[C@@H]1CN([C@@H](C)CO)C(=O)c2cc(NC(=O)Nc3ccc(F)cc3)ccc2O[C@@H](C)CCCCO[C@@H]1CN(C)C(=O)Nc1ccc2c(c1)OCO2	0.7
C[C@@H]1CN([C@@H](C)CO)C(=O)c2cccc(NS(=O)(=O)c3ccccc3)c2O[C@@H]1CN(C)Cc1ccccc1	-6.8
Cn1cnc(S(=O)(=O)N[C@H]2CC[C@@H](CC(=O)Nc3ccc(-c4ccccc4)cc3)O[C@H]2CO)c1	0.5
CO[C@@H]1CN(C)C(=O)c2ccc(NS(C)(=O)=O)cc2OC[C@H](C)N(Cc2nccs2)C[C@@H]1C	-0.5
COc1ccc(NC(=O)N(C)C[C@H]2Oc3ccc(NC(=O)c4ccncc4)cc3CC(=O)N([C@H](C)CO)C[C@@H]2C)cc1	-1.0
Cc1ccc(S(=O)(=O)Nc2ccc3c(c2)C(=O)N([C@H](C)CO)C[C@H](C)[C@@H](CN(C)S(C)(=O)=O)OCCCC[C@@H](C)O3)cc1	-0.5
C[C@@H]1CN([C@@H](C)CO)C(=O)c2cc(NC(=O)C3CCCCC3)ccc2O[C@@H](C)CCCCO[C@H]1CN(C)Cc1ccncc1	0.4
COc1ccc(C#Cc2cccc(-c3nc(C(=O)Nc4ccc(-c5ccccc5)cc4)cc4c3[C@@H](CCO)N(S(=O)C(C)(C)C)C4)c2)cc1OC (some centres undefined)	-0.9
CCCNC(=O)N(C)C[C@H]1Oc2cc(C#CC3CC3)ccc2S(=O)(=O)N([C@H](C)CO)C[C@H]1C	1.3
C[C@H](CO)N1C[C@H](C)[C@H](CN(C)S(=O)(=O)c2ccc(F)cc2)Oc2ccc(NS(=O)(=O)c3cn(C)cn3)cc2CC1=O	0.1

An excerpt; the hit share may differ from the screen's.
